Screening results from PubChem BioAssay.
TMEM16A inh = TMEM16A chloride channel inhibitors, primary screen, cell-based, HTS. Anoctamin-1 (Mus musculus), Q8BHY3. HEK293 TMEM16A/YFP iodide influx fluorescence, ionomycin. normalized B-score (activity score, 25-100; higher = stronger inhibition) at 10 µM. actives 1.2% (n = 310,000);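 active = ratio plate-corrected score three or more library SD toward inhibition, starting fluorescence score within five deviations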;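 also: score derived from kinetic fluorescence span divided by baseline fluorescence per well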
hERG protect = hERG rescue from dofetilide block, primary screen, cell-based, CHO-hERG, FluxOR thallium flux, dofetilide IC70; Voltage-gated inwardly rectifying potassium channel KCNH2 (Homo sapiens), Q12809; dofetilide IC70 present; activation (rescue from dofetilide block), less the hit threshold, % at 10 µM; actives 0.51% (n = 310,000); AID 1511, 2009;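 active = activation above the mean of controls blocked by dofetilide plus 5 SD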;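 also: thallium influx through hERG after potassium depolarization seen as dye fluorescence rise; in these data hits start at about 4.7%; inactives centre near -7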
KCNK3 block = human KCNK3 channel inhibitors, primary screen, CHO cells, FluxOR thallium flux, B-score; AID 602410, 2012; Potassium channel subfamily K member 3 (Homo sapiens), O14649; FluxOR fluorescence; stronger effect = lower value; actives 0.84% (n = 340,000); B-score at 10 µM;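 active = B-score under library mean minus 4 SD, starting fluorescence ratio at most library mean plus 5 SD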;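 also: more negative B-score means stronger inhibition of thallium flux through KCNK3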
MrgX1 agonist = agonists of human MrgX1 receptor, primary screen, HEK293 cells, Fluo-4 calcium flux; Fluo-4 calcium fluorescence, agonist mode; stronger effect = higher value; actives 0.44% (n = 310,000); B-score at 10 µM;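 active = calcium response B-score plate-corrected fluorescence ratio at least 3 library SD, with starting fluorescence B-score inside 5 SD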
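Assay system: stable human MrgX1 HEK293 cell line. Quantity: 15,000 cells per well. Schedule: cells plated overnight, dye loaded 0.5 h 37 °C, 0.5 h room temperature. Detection: Fluo-4 NW calcium-flux fluorescence, kinetic read. Read-out basis: peak-minus-minimum fluorescence over baseline, converted to B scores. Control set: positive and negative control wells on each plate.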
MrgX1 PAM = positive allosteric modulators of MrgX1, primary screen, HEK293 cells, Fluo-4 calcium flux; FDSS; stronger effect = higher value; AID 588675, 2011; B-score at 10 µM; actives 0.63% (n = 310,000);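 active = plate-corrected calcium response at least 3 library SD above typical, normal starting fluorescence, not activating the receptor alone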;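 also: compound read alongside a low EC10 to EC30 dose of BAM8-22 agonist; peak minus trough fluorescence over baseline measured at the second addition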
KCNQ1 pot = potentiators or activators of KCNQ1 channel, primary screen, cell-based, thallium flux, high-throughput | Potassium voltage-gated channel subfamily KQT member 1 (Homo sapiens), P51787 | CHO-K1 KCNQ1, thallium flux FluxOR fluorescence; stronger effect = higher value | B-score at 10 µM | actives 0.35% (n = 310,000);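 active = fluorescence ratio B-score, a plate-corrected score, at least three library SD, with initial intensity B-score within 5 SD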
Target sequence (P51787 whole entry, looked up): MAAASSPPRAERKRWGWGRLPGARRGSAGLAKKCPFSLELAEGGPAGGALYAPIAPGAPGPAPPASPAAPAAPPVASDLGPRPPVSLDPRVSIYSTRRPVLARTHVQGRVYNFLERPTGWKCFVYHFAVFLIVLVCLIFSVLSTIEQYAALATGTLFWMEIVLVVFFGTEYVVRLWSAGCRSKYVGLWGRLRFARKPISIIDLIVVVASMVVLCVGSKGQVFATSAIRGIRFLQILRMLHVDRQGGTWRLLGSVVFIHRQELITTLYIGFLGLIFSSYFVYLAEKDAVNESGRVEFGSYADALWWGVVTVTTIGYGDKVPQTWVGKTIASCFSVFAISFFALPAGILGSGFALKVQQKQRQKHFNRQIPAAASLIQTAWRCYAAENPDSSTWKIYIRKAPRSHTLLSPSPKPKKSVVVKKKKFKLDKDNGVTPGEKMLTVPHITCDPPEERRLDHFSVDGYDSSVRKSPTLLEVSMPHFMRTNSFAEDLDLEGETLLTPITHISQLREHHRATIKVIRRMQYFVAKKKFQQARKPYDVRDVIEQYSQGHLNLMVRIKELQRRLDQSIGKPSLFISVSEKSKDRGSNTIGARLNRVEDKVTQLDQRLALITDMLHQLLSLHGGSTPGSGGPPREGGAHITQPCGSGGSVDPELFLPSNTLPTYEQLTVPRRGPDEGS
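Assay system: stable KCNQ1 CHO-K1 line; medium: assay buffer, equal DMSO in all wells; timing: 90 min dye loading and 20 min compound exposure, both at room temperature; technique: kinetic FluxOR thallium fluorescence, 10-s 1-Hz baseline, 110-s post-stimulus read; read-out basis: B score of baseline-normalized fluorescence ratio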
RGS4 inh = RGS4 inhibitors, primary screen, cell-based, HEK293 M3R inducible RGS4, calcium flux | Fluo-4 calcium flux; stronger effect = higher value; triggered by carbachol at its EC20 | actives 0.45% (n = 310,000) | B-score at 10 µM;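 active = B-score, a plate-corrected calcium signal, over three deviations above library mean, with baseline fluorescence within five deviations of library mean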;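 also: RGS4 expression induced by doxycycline in cells with stable M3 receptor; B-score is computed from the integrated fluorescence ratio over baseline after carbachol; higher B-score means a larger calcium signal and so more RGS4 inhibition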
Target sequence (P49798 whole entry, looked up): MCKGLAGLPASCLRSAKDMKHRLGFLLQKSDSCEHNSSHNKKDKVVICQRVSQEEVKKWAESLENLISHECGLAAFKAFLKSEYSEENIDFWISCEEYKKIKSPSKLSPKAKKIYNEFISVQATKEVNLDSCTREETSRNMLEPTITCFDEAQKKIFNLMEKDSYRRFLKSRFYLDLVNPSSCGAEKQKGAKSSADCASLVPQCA
RGS4 pot = RGS4 potentiators or activators, primary screen, cell-based, HEK293 M3R inducible RGS4, calcium flux; carbachol calcium flux Fluo4; stronger effect = lower value; B-score at 10 µM; actives 0.92% (n = 310,000); AID 463111, 2010;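 active = B-score of the integrated calcium signal more than 4 SD below the library mean, with starting fluorescence not abnormally high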;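 also: negative B-score means reduced calcium response which marks RGS4 activation or potentiation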
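System: HEK293 FlpIn-TREx cells, stable M3R, doxycycline-inducible RGS4. Timing: overnight RGS4 induction, 30 min dye load 37 °C, 20 min compound RT. Also added: carbachol, ECmax concentration. Measured by: Fluo4 fluorescence kinetic imaging of calcium. Evaluation: integrated calcium ratio converted to B score.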
KCNQ1 inh = inhibitors of human KCNQ1 channel, primary screen, cell-based, thallium flux, high-throughput | Potassium voltage-gated channel subfamily KQT member 1 (Homo sapiens), P51787 | CHO-K1 KCNQ1, FluxOR thallium flux fluorescence; stronger effect = higher value | B-score at 10 µM | actives 1.3% (n = 310,000) | AID 2642, 2010;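 active = compounds whose thallium flux B-score, printed positive for inhibition, exceeds three library SD while starting fluorescence stays within three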;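 also: channel opened by potassium depolarization with thallium stimulus after 20 min compound exposure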
KCNK9 block = KCNK9 potassium channel inhibitors, primary screen, HEK293 cells, thallium flux | actives 1.2% (n = 310,000) | Potassium channel subfamily K member 9 (Homo sapiens), Q9NPC2 | B-score at 10 µM | FluxOR thallium flux fluorescence; stronger effect = lower value;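 active = ratio B-score over 3 SD below the library mean, with starting fluorescence within 5 SD of its mean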;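 also: negative B-score means less thallium flux so channel inhibition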
ANO1 activ = TMEM16A chloride channel activators or potentiators, primary screen, cell-based, HTS; B-score at 10 µM; HEK293 TMEM16A/YFP-H148Q/I152L, iodide quench fluorescence; stronger effect = lower value; actives 0.3% (n = 340,000);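 active = fluorescence-ratio B-score plate-corrected deviation score at least 3 library SD below zero, with starting fluorescence score within 5 deviations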;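 also: channel opened by trigger with iodide after compound preincubation; score built on the fluorescence ratio of max minus min over baseline; more negative score means more quench and so TMEM16A activation or potentiation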
An asterisk follows results filed as active; i = inactive; · = no result given.

Order of values – TMEM16A inh, hERG protect, KCNK3 block, MrgX1 agonist, MrgX1 PAM, KCNQ1 pot, RGS4 inh, RGS4 pot, KCNQ1 inh, KCNK9 block, ANO1 activ
- CC1(c2ccc(Cl)cc2Cl)NC(=O)N(CC(=O)Nc2cccnc2Cl)C1=O (centres undefined)
 : i, -5, i, i, i, i, i, i, i, i, i
- O=C(O)c1cc([N+](=O)[O-])ccc1N1CCCCC1
 : i, -3, i, i, i, i, i, i, i, i, i
- COc1ccc(C(=O)/C=C(\C)Nc2ccc(NC(C)=O)cc2)cc1
 : i, -6, i, i, i, i, i, i, i, i, i
- CC1CCN(C(=O)CCC(=O)Nc2nnc(C3CCCCC3)s2)CC1
 : i, -8, i, i, i, i, i, i, i, i, i
- Cc1cc2[nH]c3ccccc3c2cn1
 : i, -7, i, i, i, i, i, i, i, i, i
- O=C(/C=C/c1cccc(Cl)c1)NCCc1ccccc1
 : i, -5, i, i, i, i, i, i, i, i, i
- CN(C)CCC(=O)c1cccc(Br)c1
 : i, -8, i, i, i, i, 6.8*, i, i, i, i
- CCC(=O)Nc1nc2ccc(NC(=O)COc3ccccc3)cc2s1
 : i, -3, i, i, i, i, i, i, i, i, i
- CCC(Sc1nc(-c2ccccc2)cc(=O)[nH]1)C(=O)O (centres undefined)
 : i, 0, i, i, i, i, i, i, i, i, i
- Cc1ccc(C(=O)CCC(=O)N(C)CC(=O)Nc2ccccc2Br)cc1
 : i, -9, i, i, i, i, i, i, i, i, i
- N#Cc1c(Nc2ccccc2)c(C=O)c[nH]c1=O
 : i, -2, i, i, i, i, i, i, i, i, i
- CCCOCC(O)CCc1n[nH]c(=S)n1-c1ccccc1 (centres undefined)
 : i, -11, i, i, i, i, i, i, i, i, i
- CCOc1ncccc1C(=O)OCC(=O)N1CC(=O)Nc2ccccc21
 : i, -11, i, i, i, i, i, i, i, i, i
- COc1ccccc1NC(=S)N1CCN(c2nc(-c3ccccc3)cs2)CC1
 : i, -8, i, i, i, i, i, i, i, i, i
- CC1(C)CC(=O)C(C=N)=C(O)C1
 : i, -8, i, i, i, i, i, i, i, i, i
- COc1ccc(NC(=O)CSc2n[nH]c(-c3ccccn3)n2)cc1
 : i, -5, i, i, i, i, i, i, i, i, i
- CCOc1ccc2nc(COC(=O)c3ccncc3)c(C(=O)c3ccccc3)[n+]([O-])c2c1
 : i, -7, i, i, i, i, i, i, i, i, i
- O=C(NCc1ccccc1)c1ccc2c(c1)C(=O)N(CC1CCCO1)C2=O (centres undefined)
 : i, -16, i, i, i, i, i, i, i, i, i
- Fc1ccc(N2CCN(c3nnnn3-c3ccccc3)CC2)cc1
 : i, -10, i, i, i, i, i, i, i, i, i
- CC(=O)Nc1cccc(-c2nc3ccccc3[nH]2)c1
 : i, -20, i, i, i, i, i, i, i, i, i
- O=C(COC(=O)/C=C/C(=O)OCC(=O)Nc1ccccc1F)Nc1ccccc1F
 : i, -9, i, i, i, i, i, i, i, i, i
- CSc1ccc(CN(C)C(=O)c2cc3ccccc3o2)cc1
 : i, -5, i, i, i, i, i, i, i, i, i
- Cc1ccc(N2C(=O)CC(Sc3cccs3)C2=O)cc1 (centres undefined)
 : i, -13, i, i, i, i, i, i, i, i, i
- Cc1ccc(OCCOCCN2CCN(C)CC2)c([N+](=O)[O-])c1
 : i, -5, i, i, i, i, i, i, i, i, i
- CC1CCN(C(=O)Cn2cnc3c2c(=O)n(C)c(=O)n3C)c2ccccc2S1 (centres undefined)
 : i, 1, i, i, i, i, i, i, i, i, i
- COc1ccc(S(=O)(=O)Cc2ccc(C(=O)N3CCN(c4cc(Cl)ccc4C)CC3)o2)cc1
 : i, -5, i, i, i, i, i, -8.2*, 6*, i, i
- CCOC(=O)n1c(=O)n(Cc2ccc(OC)cc2)c2ccccc21
 : i, -3, i, i, i, i, i, i, i, i, i
- O=C(NCc1cccs1)c1ccccc1
 : i, -17, i, i, i, i, i, i, i, i, i
- CCN(CC)CCCNC(=O)c1ccc(Cl)c(S(=O)(=O)Nc2ccccc2OC)c1
 : i, -14, i, i, i, i, i, i, i, i, i
- COC(=O)C1C(=O)C=C(Nc2ccc(F)cc2F)CC1c1ccc(OC)cc1 (centres undefined)
 : i, -6, i, i, i, i, i, i, i, i, i
- CCOc1ccc(-n2cc(C(=O)N3CCC(C)CC3)c3cc(OC)c(OC)cc3c2=O)cc1
 : i, -7, i, i, i, i, i, i, i, i, i
- CCCCn1c2nc3ccccc3nc2c2c(=O)n(CCC(C)C)cnc21
 : i, -4, i, i, i, i, i, i, i, i, i
- CCOC(=O)Cn1c(=NC(=O)c2cccs2)sc2cc(C(=O)OC)ccc21
 : i, -2, i, i, i, i, i, i, i, i, i
- O=C1N[C@@H](Cc2ccccc2)C(=O)N1CCN1CCOCC1
 : i, -13, i, i, i, i, i, i, i, i, i
- Brc1ccccc1C1=Nn2c(nnc2-c2ccco2)SC1
 : i, -6, i, i, i, i, i, i, i, i, i
- Nc1nnc(CC2=CCCCC2)s1
 : i, -4, i, i, i, i, i, i, i, i, i
- CC1(C)CC2CC(C)(CN2CC(=O)C(C#N)c2ccccc2)C1 (centres undefined)
 : i, 3, i, i, i, i, i, i, i, i, i
- CCCNC(=O)C12CCC(C)(C(=O)O1)C2(C)C (centres undefined)
 : i, -7, i, i, i, i, i, i, i, i, i
- O=C(COC(=O)C1CCN(S(=O)(=O)c2ccc3c(c2)OCCO3)CC1)NC1CCS(=O)(=O)C1 (centres undefined)
 : i, -9, i, i, i, i, i, i, i, i, i
- Cc1nc(N2CCOCC2)c2c(C)c(C(=O)Nc3ccccc3C(F)(F)F)sc2n1
 : i, -12, i, i, i, i, i, i, i, i, i
- Clc1ccc(-c2ccc(CNCc3ccccn3)o2)cc1
 : i, -7, i, i, i, i, i, i, i, i, i
- COc1ccc(-n2c(C)cc(/C=N/Nc3nc(N4CCOCC4)nc(N4CCOCC4)n3)c2C)cc1
 : i, -2, i, i, i, i, i, i, i, i, i
- c1ccc(CN2CCN(C3=Nc4cccc5cccc3c45)CC2)cc1
 : ·, -14, i, ·, ·, i, i, i, i, i, i
- COc1ccc(NC(=O)NC(C)(C(F)(F)F)C(F)(F)F)cc1
 : i, -8, i, i, i, i, i, i, i, i, i
- Cc1ccc(Nc2nc(N)nc(CN3CCCCCC3)n2)c(C)c1
 : i, -9, i, i, i, i, i, i, i, i, i
- O=C(O)c1cccc(-n2c(/C=C/c3ccc([N+](=O)[O-])cc3)nc3ccccc3c2=O)c1
 : i, -4, i, i, i, i, i, i, i, i, i
- O=c1/c(=C\c2ccc(O)cc2)sc2n1C(c1ccccc1)C(c1ccccc1)=NN=2 (centres undefined)
 : i, -20, i, i, 13*, i, i, i, i, -13*, i
- CCOC(=O)c1ccc(-n2c(N)c(C(=O)NCc3ccco3)sc2=S)cc1
 : i, -11, i, i, i, i, i, i, i, i, i
- CC(NCC(O)c1ccc([N+](=O)[O-])cc1)C12CC3CC(CC(C3)C1)C2 (centres undefined)
 : i, -8, i, i, i, i, i, i, i, i, i
- COc1ccc(Nc2cc(=O)oc3ccccc23)cc1
 : i, -4, i, i, i, i, i, i, i, i, i
- CCN(CCn1cccn1)C(=O)C1CCC(=O)N(CCN2CCOCC2)C1 (centres undefined)
 : i, -10, i, i, i, i, i, i, i, i, i
- Cc1cc(C)n(-c2nc3c(c(=O)[nH]c(=O)n3C)n2CC(C)C)n1
 : i, -5, i, i, i, i, i, i, i, i, i
- Cc1nn(-c2ccc(N3CCOCC3)nn2)c(C)c1CCC(=O)N1CCN(C)CC1
 : i, -3, i, i, i, i, i, i, i, i, i
- CCCC1=C(C(=O)OCC)C(c2cc(Cl)cc(OC)c2OCC(=O)OCC)NC(=O)N1 (centres undefined)
 : i, -5, i, i, i, i, i, i, i, i, i
- CCCc1c(C(=O)NNc2cccc(Cl)c2)cnn1-c1ccccc1
 : i, -12, i, i, i, i, i, i, i, i, i
- Nc1ccc(Nc2nc3ccccc3[nH]2)cc1
 : i, 0, i, i, i, i, i, i, i, i, i
- Cc1ccccc1/C=c1\s/c(=C\C(=O)C(C)(C)C)[nH]c1=O
 : i, 0, i, i, i, i, i, i, i, i, i
- Cc1ccccc1OCCOC(=O)c1nc2nccc(C)n2n1
 : i, -4, i, i, i, i, i, i, i, i, i
- COc1ccccc1/C=C1/C(=O)ON=C1C
 : i, -5, i, i, i, i, i, i, i, i, i
- C=CCNc1nc(C(=O)OCC(=O)c2ccccc2)cs1
 : i, -7, i, i, i, i, i, i, i, i, i
- CC1(C)CC(=O)c2cc(OCC(=O)NCCCN3CCN(c4ccc(F)cc4)CC3)ccc2O1
 : i, -16, i, i, i, i, i, i, i, i, i
- Cc1ccc(Nc2ncnc3ccccc23)cc1
 : i, -7, i, i, i, i, i, i, i, i, i
- NNC(=O)Cn1cnc2ccccc21
 : i, -7, i, i, i, i, i, i, i, i, i

No enrichment for hits; overall some 6.3% were active at least once.
